Source: PubChem BioAssay
Runt-CBFb FRET: inhibitors of human RUNX1 Runt domain binding to CBFb; Q01196+Q13951; Cerulean-Runt/Venus-CBFb FRET ratio 530/480, 1 h; inhibition, % at 20 µM; 220,000 compounds, 0.46% hits;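 active means inhibition over about 50% at 20 µM in the single-dose screen, limit read from the data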;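 further: 0% = DMSO wells and 100% = excess unlabeled CBFb competitor control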
Target sequence (Q01196 whole entry, looked up, the tested form may be a part): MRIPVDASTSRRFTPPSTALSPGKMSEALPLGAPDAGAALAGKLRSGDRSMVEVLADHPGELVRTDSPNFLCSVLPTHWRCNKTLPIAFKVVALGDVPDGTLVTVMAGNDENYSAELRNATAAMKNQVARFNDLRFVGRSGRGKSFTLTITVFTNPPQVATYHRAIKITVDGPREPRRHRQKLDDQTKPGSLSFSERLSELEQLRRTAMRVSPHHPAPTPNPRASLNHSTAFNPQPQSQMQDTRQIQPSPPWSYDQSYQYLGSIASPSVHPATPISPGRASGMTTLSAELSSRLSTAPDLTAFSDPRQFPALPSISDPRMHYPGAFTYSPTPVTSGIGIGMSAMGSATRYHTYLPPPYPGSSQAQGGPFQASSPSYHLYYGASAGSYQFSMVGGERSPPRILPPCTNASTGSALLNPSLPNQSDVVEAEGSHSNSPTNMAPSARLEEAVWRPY
Target sequence (Q13951 whole entry, looked up, the tested form may be a part): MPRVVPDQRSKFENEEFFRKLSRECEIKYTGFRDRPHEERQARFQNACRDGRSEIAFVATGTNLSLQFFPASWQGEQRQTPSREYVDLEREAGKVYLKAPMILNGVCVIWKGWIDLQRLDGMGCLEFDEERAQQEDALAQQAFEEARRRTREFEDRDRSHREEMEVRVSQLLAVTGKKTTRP
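Assay system: Cerulean-tagged RUNX1 Runt domain (FRET donor) fusion protein / Amount: 100 nM each of Venus-CBFb and Cerulean-Runt domain / Medium: Tris buffer pH 7.5 with salts and BSA / Also added: Venus-CBFb 100 nM / Schedule: 1 h complex formation plus 1 h compound treatment, room temperature / Signal: FRET fluorescence / Read-out: loss of energy transfer signal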
NPY-Y2 PAM-ag: potentiates or activates human NPY-Y2 receptor; P49146; cells expressing NPY-Y2, potentiator/agonist read-out; activation, % at 3.6 µM; 220,000 compounds, 0.45% hits; in the data active means activation above about 27%;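 further: cells stimulated with NPY near EC25 plus isoproterenol at EC100; 0% = vehicle plus submaximal agonist and 100% = vehicle plus saturating agonist; some results beyond the cut were filed as inactive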
Target sequence (P49146 whole entry, looked up): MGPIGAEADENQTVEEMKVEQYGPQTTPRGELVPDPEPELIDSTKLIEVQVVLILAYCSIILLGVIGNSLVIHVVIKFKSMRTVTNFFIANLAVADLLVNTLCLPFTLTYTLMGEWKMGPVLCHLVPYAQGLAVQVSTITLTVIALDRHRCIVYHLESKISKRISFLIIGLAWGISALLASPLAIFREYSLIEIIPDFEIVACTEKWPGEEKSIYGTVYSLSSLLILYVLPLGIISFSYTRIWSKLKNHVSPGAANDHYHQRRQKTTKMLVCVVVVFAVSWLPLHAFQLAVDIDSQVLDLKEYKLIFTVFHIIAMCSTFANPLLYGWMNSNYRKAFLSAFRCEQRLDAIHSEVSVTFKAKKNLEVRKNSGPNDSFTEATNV
BaF3 parental: counter-screen for JAK2V617F inhibitors: parental Ba/F3 viability inhibitors; CellTiter-Glo ATP luminescence; inhibition, % at 5.6 µM; 220,000 compounds, 1.1% hits; AID 1486;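 active means inhibition above a per-campaign cutoff, the mean inhibition of all tested compounds plus 3 SD, cut at about 27% in these data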;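 further: 0% = DMSO wells and 100% = JAK Inhibitor I control wells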
S1P4 antagonist: human S1P4 receptor antagonism | O95977 | S1P4-expressing cells, antagonist mode, reporter read-out | inhibition, % at 4.98 µM | 220,000 compounds, 0.26% hits; in the data active means inhibition above about 29%;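 further: 0% = wells stimulated with agonist and 100% = vehicle wells without agonist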
NPY Y1 blocker: antagonists of human neuropeptide Y receptor Y1; P25929; HEK293-CNG Y1 cells, membrane potential fluorescence; NPY at EC95, then isoproterenol; inhibition, % at 3.6 µM; 200,000 compounds, 1% hits;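 active means inhibition above the campaign mean inhibition of all tested compounds plus 3 SD, cut at about 20% in these data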;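 further: 0% = DMSO wells given NPY plus isoproterenol and 100% = isoproterenol alone without NPY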
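Material: HEK293 Y1/CNG channel cell line | Also added: NPY (25 nM), isoproterenol (1 µM), Ro 20-1724 (25 µM) | Compound: One concentration, 3.6 µM, in 0.4% DMSO | Schedule: 3 h dye uptake, 1 h room-temperature compound, 45 min post-isoproterenol | Signal: Membrane-potential fluorescent dye readout | Read-out: % inhibition of NPY effect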
S1P4 agonist: agonists of human S1P4 receptor; O95977; S1P4-expressing cell line, agonist reporter assay; activation, % at 4.98 µM; 220,000 compounds, 0.35% hits; AID 1509; in the data active means activation above about 11%;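 further: 0% = DMSO vehicle and 100% = reference agonist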
RBBP9 inhibitor: blocks human serine hydrolase RBBP9 | O75884 | 220,000 compounds, 0.2% hits | inhibition, % at 7.94 µM | recombinant RBBP9, FP-Rh probe fluorescence polarization;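 active means inhibition above the campaign mean of all tested compounds plus 3 SD, cut at about 14% in these data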;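 further: plate controls were DMSO wells with RBBP9 for no effect and wells lacking RBBP9 protein for full effect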
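Material: RBBP9 protein. Amount: RBBP9 at 2.5 µM in dispensed solution, before mixing. Schedule: 30 min then 45 min, 25 °C. Medium: Tris buffer pH 8.0, NaCl, Pluronic. Measured by: fluorescence polarization. Measure: percent inhibition from mP, scaled between DMSO and no-protein wells. Replication: one well per compound.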
NPY1 pot ag: potentiates or activates human NPY-Y1 receptor; activation, % at 3.6 µM; AID 1304; NPY-Y1 expressing cells, potentiator/agonist activation; 220,000 compounds, 0.37% hits; in the data active means activation above about 33%, passing the limit was not always enough;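 further: cells stimulated with NPY at EC10 then isoproterenol at EC100; 0% = low agonist plus stimulus and 100% = saturating agonist plus stimulus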
Ba/F3 V617F tox: lowers viability of Ba/F3 cells expressing EpoR and JAK2V617F | 220,000 compounds, 1.1% hits | inhibition, % at 5.6 µM | ATP luminescence;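 active means inhibition above the campaign mean plus 3 SD over all tested compounds, cut at about 24% in these data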;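 further: cytokine-independent growth of Ba/F3 cells driven by EpoR plus mutant JAK2; 0% = DMSO-treated cells and 100% = JAK inhibitor I control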
* hit, by the source's call; · = not tested or not shown.

Value order – Runt-CBFb FRET, NPY-Y2 PAM-ag, BaF3 parental, S1P4 antagonist, NPY Y1 blocker, S1P4 agonist, RBBP9 inhibitor, NPY1 pot ag, Ba/F3 V617F tox
Cc1cc[n+](CC(=O)N2CCCc3ccccc32)cc1
    -1.8, -15.6, 8.7, -1.3, -0.1, -0.2, -7.8, -23.9, 4.5
O=C(NCc1ccc2c(c1)OCO2)c1ccc(N2CCCCCC2)c([N+](=O)[O-])c1
    0.6, -7.8, 5.0, -7.5, 7.1, 0.2, -13.2, -7.5, 4.5
COc1ccc(S(=O)(=O)NC(N)=NCCc2ccccc2OC)cc1
    -0.4, -9.9, 3.3, -8.5, -1.7, 0.8, -5.0, -6.8, 4.3
COc1cc(C(=O)NCC(=O)OCc2cc(=O)oc3c(C)c(C)ccc23)cc(OC)c1OC
    -5.4, -7.2, 4.1, -2.5, -2.1, -2.1, -3.3, -23.4, 1.9
O=C1/C(=C/c2cccs2)SC(=S)N1C1CCS(=O)(=O)C1 (centres undefined)
    6.3, 19.4, 4.1, 2.3, ·, 1.7, -0.8, 36.4, -5.5
CC(=O)Nc1ccc(OCCC[n+]2ccccc2)cc1
    -1.4, -1.2, -1.1, 5.4, 3.2, 3.7, -6.1, 4.9, -5.7
Cc1cc(C)n(CC(O)CN(c2ccccc2)S(=O)(=O)c2ccc3ccccc3c2)n1 (centres undefined)
    -0.7, -1.9, 5.0, 11.3, -3.2, -0.1, 4.2, -15.9, 1.0
C/C(Cc1ccccc1)=N\NC(=O)CNC(=O)c1ccc(Cl)cc1Cl
    0.8, -3.3, 2.2, -2.0, ·, -0.4, -14.5, -14.6, 3.2
CCN1CCc2nc(NC(=O)Cc3ccc4c(c3)OCCO4)sc2C1
    14.4, -0.2, -0.2, -3.5, -2.9, -0.3, -3.2, -3.3, -0.8
CCCNC(=O)c1ccc2nc(-c3ccccc3)c(-c3ccccc3)nc2c1
    -5.0, 0.6, 2.1, -13.0, -2.4, 0.2, 3.5, -2.8, -5.8
CCOCCCNC(=O)C(Cc1ccccc1)NS(=O)(=O)c1ccc2c(c1)c(=O)n(C)c(=O)n2C (centres undefined)
    -0.5, -10.7, 0.9, -3.3, -0.2, 2.2, -6.0, 2.2, -4.8
CC(=O)c1ccc(N2CCN(C(=S)Nc3cc(C)ccc3C)CC2)cc1
    0.7, -0.8, 1.0, -6.3, 3.8, 2.8, 3.0, 5.9, -5.7
Cc1nnc(SCc2cc(=O)[nH]c(/N=C(\N)Nc3ccccc3Sc3ccccc3)n2)s1
    -1.0, -8.3, 4.0, 1.8, 3.1, 3.3, -1.5, 15.6, 4.9
Nc1nc(-c2ccccn2)nc(N)c1Cc1c(F)cccc1Cl
    2.9, 1.2, -2.0, -20.0, 2.7, 1.5, -2.9, 2.2, -1.9
O=C(CCCOc1ccccc1)n1nnc2ccccc21
    -0.6, -4.1, 2.0, -14.9, 0.3, 1.2, -7.3, 11.0, 0.0
Cc1ccc(CN2CCC(c3nc4ccc(Cl)cc4[nH]3)CC2)cc1
    -1.4, -2.6, -0.7, 1.2, 2.4, -2.1, -2.2, -25.5, -3.5
CCOC(=O)c1c(C)oc2ccc(OCc3cc(C(=O)OC)oc3C)cc12
    -5.2, 4.8, 5.1, -8.4, 6.5, 1.3, 1.5, -9.7, 3.5
CN1CCN(c2nc(C#N)cc(-c3ccccc3)n2)CC1
    -2.3, -13.3, 1.8, -10.4, 10.4, -4.7, 1.7, 2.0, -5.5
COc1ccc(NC(=O)CCCN2C(=O)C3C4C=CC(C4)C3C2=O)c(OC)c1 (centres undefined)
    -0.3, 17.9, 5.8, -3.1, 0.1, -2.2, 2.5, -15.6, 1.5
COCCNC(=S)N1CCC(NC(=O)Nc2ccc(C)cc2)CC1
    0.2, -5.7, 7.2, 5.4, 4.5, -1.2, -9.3, 1.6, -0.4
CCOC(=O)c1c(-c2ccccc2)csc1NC(=O)CSc1ccccc1
    0.8, 8.1, 3.8, -0.6, 3.2, -1.7, -6.3, -18.7, 0.0
CCOC(=O)C1=C(C)Nc2ccccc2N=C1NC(=O)c1cccc(S(=O)(=O)NCc2ccccc2)c1
    0.7, -3.1, -1.6, -48.0, -7.2, -4.2, -5.8, 9.3, -5.1
COC(=O)CCSC(=S)N1CCOCC1
    0.7, 6.0, -1.8, -5.0, ·, 0.0, -1.6, 24.3, -4.0
COc1ccc(/C=C/C(=O)c2ccc(OC)cc2O)cc1
    -1.4, 7.4, 5.4, -13.9, 0.3, 0.1, -14.7, -18.1, 2.5
COc1ccc(S(=O)(=O)Nc2ccccc2C)cc1
    1.3, 3.6, 0.2, -13.1, -3.0, -4.5, -1.0, -5.3, -5.2
CN1CC(=O)N(CC(=O)NCc2ccc(F)cc2)c2ccccc2C1=O
    0.9, -2.1, 2.9, -8.3, 4.9, -0.4, -11.8, -15.0, -1.0
c1nnn(C23CC4CC(CC(C4)C2)C3)n1
    -2.1, -12.1, 0.4, -9.5, 4.6, 0.7, -3.2, -11.7, 4.5
CCO[C@@H]1OC(C(=O)N2CCN(Cc3ccc4c(c3)OCO4)CC2)=C[C@H](c2ccc(C(F)(F)F)cc2)[C@H]1CCCO
    -1.1, 15.6, -0.4, -9.3, -0.3, -1.4, -3.6, 7.5, -0.7
Cc1ccc(S(=O)(=O)N2CCN(C(=O)Cn3nc(C(=O)O)c4ccccc4c3=O)CC2)cc1
    2.1, 3.9, 1.4, -4.0, ·, 1.3, -6.3, -6.8, -4.4
COc1ccccc1Nc1nc(NCc2ccco2)c2ccccc2n1
    3.4, -22.2, -1.0, -4.6, ·, -1.7, -1.0, -14.8, 2.2
Cc1cccc(OCc2nnc(SCC(=O)N3c4ccccc4CCc4ccccc43)o2)c1
    1.5, -22.4, -5.3, -16.7, ·, 2.1, -5.8, 5.5, -5.1
CCOC(=O)c1sc(NC(=O)CNCc2ccccn2)c(C(=O)OCC)c1C
    -1.3, -19.4, 0.1, 5.8, ·, -0.8, -2.5, 8.8, -0.8
COc1ccc(OCC(=O)N2CCN(C(=O)c3ccco3)CC2)cc1
    0.3, -3.4, 2.9, -14.2, -6.1, 0.3, -5.0, 5.9, -1.3
O=C(NNS(=O)(=O)c1ccccc1)c1ccc(S(=O)(=O)N2CCCCC2)cc1
    -1.6, 7.2, 1.6, 1.5, -0.6, -0.3, -3.7, -0.5, -4.1
CNC(=O)NC(=O)CSc1nnc(-c2ccco2)n1Cc1ccccc1
    -1.5, -2.2, 5.9, 4.2, -5.7, -0.5, 1.6, 28.1, -2.5
O=C(Cc1ccccc1)n1nc(-c2ccccc2)nc1NCc1ccco1
    0.4, -8.2, 7.5, 8.7, 5.4, 2.2, -8.1, 5.9, 1.3
Oc1[nH]c2ccccc2c1N=Nc1nc(Nc2ccccc2)nc(N2CCOCC2)n1
    -5.0, -0.5, -12.2, -5.0, ·, 0.4, -4.7, 43.9, -1.3
CCCCC(CC)C(=O)Nc1cc([N+](=O)[O-])ccc1F (centres undefined)
    -2.0, -13.2, 3.7, 5.0, 4.6, -1.2, -16.7, -3.0, 3.1
O=C(c1ccc(COc2ccc(Cl)cc2)cc1)N1CCCCC1
    -6.2, -18.1, 5.9, -42.6, -2.7, 3.1, -8.2, -3.9, -0.1
Cc1ccc(NC(=O)CCNS(=O)(=O)c2ccc3c(c2)c(=O)n(C)c(=O)n3C)cc1C
    0.5, -5.1, 6.4, 2.1, -1.6, 1.4, -4.3, 11.6, -0.6
CN(C)c1ccc(/C=N\NC(=S)SCN2C(=O)C3CCC(C)(C2=O)C3(C)C)cc1 (centres undefined)
    1.3, 5.8, 1.1, 10.7, -4.3, -1.0, 0.4, 3.6, -1.9
Nc1nc(CN2CCCCC2)cs1
    -2.1, 13.1, -0.8, 8.9, 2.3, -0.4, 0.2, 13.1, -4.3
COc1ccccc1CSc1ncc(-c2ccc([N+](=O)[O-])cc2)[nH]1
    -5.4, 16.8, 11.7, -11.0, 0.5, -1.3, -6.1, 14.3, 5.5
CC1CCCN(C(=O)N2c3ccccc3Sc3ccccc32)C1 (centres undefined)
    0.2, -1.6, 3.4, 7.5, 14.2, -4.4, -1.9, -20.0, -6.8
N#CC(C#N)=C1C=CC=CN1/C(=C\c1ccccc1Cl)C(=O)c1ccccc1
    40.3, -7.7, 1.2, 2.4, -5.3, 1.4, -8.8, -27.1, 2.5
O=C(Cn1c(=S)[nH]c2ccccc2c1=O)N1CCN(c2ccccc2)CC1
    0.2, -4.4, -5.2, -1.1, 1.4, -0.4, -0.7, 13.3, -5.4
CC1(C)NC(=O)N(CC(O)COc2cc3ccccc3cc2C(=O)N2CCCCC2)C1=O (centres undefined)
    ·, 6.6, 2.8, 4.5, -7.6, -1.4, -4.9, 8.2, -3.7
Cc1nnc(Nc2ccc(Cl)cc2)s1
    -3.9, 11.4, -0.2, -7.2, ·, -0.8, 2.6, 10.3, 0.4
CNC(=O)CC1C(=O)N(Cc2ccccc2)C(=S)N1NC(=O)c1cccc(F)c1 (centres undefined)
    -2.2, -1.0, 2.4, 2.3, 3.7, -1.8, -3.5, 1.4, -5.9
CS(=O)(=O)N(CC(=O)Nc1ccccc1C(=O)N1CCCC1)c1ccc2c(c1)OCO2
    0.2, -10.2, 3.8, 6.3, 5.3, 1.0, -9.7, -8.4, -0.8

(cont.)
Value order – Runt-CBFb FRET, NPY-Y2 PAM-ag, BaF3 parental, S1P4 antagonist, NPY Y1 blocker, S1P4 agonist, RBBP9 inhibitor, NPY1 pot ag, Ba/F3 V617F tox
O=C(OCC(=O)N1CCc2ccccc21)c1nc(Cl)ccc1Cl
    0.6, 2.3, 7.9, 5.1, -0.7, 0.4, -1.6, -3.2, 6.0
O=C(COC(=O)C1CCC(=O)N1)Nc1ccc(Oc2ccccc2)cc1 (centres undefined)
    -0.7, 3.3, 2.5, 4.1, -6.3, -1.6, -4.5, 1.6, -2.9
O=C(Nc1ccc(F)cc1)c1ccc(COc2ccccc2)cc1
    0.2, 7.0, 2.9, -9.8, 3.1, -1.1, -0.4, -14.7, -3.1
COCC(=O)NC1CC2CCCC(C1)N2Cc1ccccc1 (centres undefined)
    0.1, -8.5, -2.0, 6.1, -0.5, -0.5, -9.9, 6.5, -3.8
